FXIIa inh: human FXIIa protease inhibitors, primary screen, biochemical, 1536-well. Coagulation factor XII (Homo sapiens), P00748. purified FXIIa, Boc-QGR-AMC fluorogenic substrate, 2 h. inhibition, % at 5 µM. 220,000 compounds, 0.3% hits. AID 800, 2007; in the data active = inhibition above about 40%;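 also: 0% = enzyme with no compound and 100% = blank without enzyme; many of its hits are not listed in these tables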
p97 inhibitor: inhibitors of human p97 ATPase, primary screen, biochemical; Transitional endoplasmic reticulum ATPase (Homo sapiens), P55072; recombinant p97 ATPase, Kinase-Glo ATP luminescence, 3 h; inhibition, % at 8 µM; 220,000 compounds, 0.42% hits; in the data active = inhibition above about 15%;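 also: 0% = DMSO vehicle and 100% = wells lacking enzyme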
KLK5 inh: human KLK5 protease inhibitors, primary screen, biochemical, 1536-well | Kallikrein-5 (Homo sapiens), Q9Y337 | recombinant hK5, fluorogenic AMC substrate cleavage | inhibition, % at 5 µM | 210,000 compounds, 0.59% hits;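 active = inhibition of 40% or more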;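 also: 0% = enzyme controls without compound and 100% = no-enzyme blanks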
Target sequence (Q9Y337 67-293 limits assumed): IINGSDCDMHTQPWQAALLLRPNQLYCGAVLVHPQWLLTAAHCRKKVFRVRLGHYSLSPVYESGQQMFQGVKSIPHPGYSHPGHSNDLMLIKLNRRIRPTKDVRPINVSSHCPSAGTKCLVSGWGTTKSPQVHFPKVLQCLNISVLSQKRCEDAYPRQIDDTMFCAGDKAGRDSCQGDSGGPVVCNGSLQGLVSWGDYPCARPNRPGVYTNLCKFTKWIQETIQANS
Wee1 stabilizer: Wee1 degradation inhibitors, primary screen, cell-based, HeLa, Wee1K328M-luciferase, luminescence | Wee1-like protein kinase (Homo sapiens), P30291 | HeLa Luc-Wee1K328M stability; 100% = proteasome inhibitor MG132 effect | reporter increase, % at 5 µM | 220,000 compounds, 1.2% hits | AID 1321, 2008;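 active = activation above the mean of all tested compounds plus 3 SD, set per screening run, cut at about 8.8% in these data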;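 also: cells exposed to compound for 20 h before luminescence read; 0% = DMSO alone and 100% = MG132 at 30 µM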
Furin inhibitor: human furin inhibitors, primary screen, biochemical, fluorescence intensity; inhibition, % at 30 µM; 220,000 compounds, 0.061% hits; purified furin, fluorogenic substrate cleavage; P09958; in the data active = inhibition above about 25%; also: inactives centre near -15
Target sequence (P09958 108-714 limits assumed): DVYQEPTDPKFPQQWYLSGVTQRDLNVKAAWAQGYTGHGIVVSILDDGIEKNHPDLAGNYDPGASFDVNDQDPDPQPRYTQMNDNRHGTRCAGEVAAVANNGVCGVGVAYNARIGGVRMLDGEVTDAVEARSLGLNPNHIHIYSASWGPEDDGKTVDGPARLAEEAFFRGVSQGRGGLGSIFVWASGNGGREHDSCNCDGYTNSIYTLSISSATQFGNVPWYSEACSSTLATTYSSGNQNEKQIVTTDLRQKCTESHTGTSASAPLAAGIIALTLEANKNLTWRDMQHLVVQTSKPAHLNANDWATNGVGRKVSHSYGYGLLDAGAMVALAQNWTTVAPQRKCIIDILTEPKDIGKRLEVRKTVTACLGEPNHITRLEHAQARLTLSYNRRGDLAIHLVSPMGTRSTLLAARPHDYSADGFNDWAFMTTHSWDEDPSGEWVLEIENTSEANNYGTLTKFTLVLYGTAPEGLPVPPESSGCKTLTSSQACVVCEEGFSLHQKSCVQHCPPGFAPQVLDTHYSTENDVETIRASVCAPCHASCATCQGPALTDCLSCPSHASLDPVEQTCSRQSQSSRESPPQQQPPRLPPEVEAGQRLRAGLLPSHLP
Thrombin inh: human alpha-thrombin inhibitors, primary screen, counter-screen for coagulation protease inhibitor project, biochemical, 1536-well, fluorogenic AMC substrate; Prothrombin (Homo sapiens), P00734; AID 1046, 2008; 220,000 compounds, 0.26% hits; Boc-VPR-AMC fluorogenic substrate cleavage; inhibition, % at 5 µM;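 active = inhibition at or above 40%; inactive = inhibition below 40%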;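 also: 0% = enzyme with no compound and 100% = wells without enzyme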
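Test system: human alpha-thrombin; medium: pH 7.5 Tris-saline with Tween 20; times: reaction at room temperature; signal: AMC fluorescence at 355 nm excitation and 460 nm emission; also added: Boc-VPR-AMC substrate, 15 µM final; dosing: one concentration per compound, 5 µM, with 0.2% DMSO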
PERK inh: block of dimerizer-induced PERK translation repression, primary screen, PERK inhibitor project, CHO PERK-DD cells, SEAP luminescence, HTS; 220,000 compounds, 0.17% hits; CHO PERK-DD fusion, SEAP luminescence translation reporter; Eukaryotic translation initiation factor 2-alpha kinase 3 (Homo sapiens), Q9NZJ5; inhibition, % at 5.6 µM;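 active = inhibition above the mean inhibition of all tested compounds plus 3 SD, set separately per screening campaign, cut at about 2.9% in these data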;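 also: PERK kinase domain activated by AP20187 dimerizer at 100 nM; 0% = DMSO with dimerizer and 100% = rapamycin at 8.4 µM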
FXIa inh 1536: human FXIa protease inhibitors, primary screen, biochemical, 1536-well; Coagulation factor XI (Homo sapiens), P03951; AID 798, 2007; inhibition, % at 5 µM; purified FXIa, Boc-Glu-Ala-Arg-AMC fluorogenic substrate; 220,000 compounds, 0.14% hits;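 active = inhibition of at least 40%; inactive = inhibition below 40%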;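 also: fluorescence of freed AMC excited at 355 nm; 0% = enzyme without compound and 100% = no enzyme blank; many of its hits are not listed in these tables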
KCC2 mod: KCC2 cotransporter modulators, thallium flux, primary screen, cell-based, HEK293 KCC2, FluoZin-2 fluorescence, MLSMR. AID 1456, 2008. B-score of Tl+ flux slope (higher = more flux/activation; lower = inhibition) at 10 µM. 190,000 compounds, 2.2% hits. KCC2 cells, thallium flux FluoZin-2 fluorescence. Solute carrier family 12 member 5 (Homo sapiens), Q9H2X9;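 active = thallium flux slope and its plate-corrected score both differing from the plate sample mean at a set confidence after two filtering rounds, in either direction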;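 also: slope of fluorescence scaled to starting intensity during 10 to 20 s after thallium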
* hit, by the source's call; i = inactive; · = no result given; [ ] = another dose, or the depositor's remark.

SMILES	FXIIa inh	p97 inhibitor	KLK5 inh	Wee1 stabilizer	Furin inhibitor	Thrombin inh	PERK inh	FXIa inh 1536	KCC2 mod
CCc1nc(SCc2ccccn2)[nH]c(=O)c1C	7	0	0	6	-29	-7	0.7	-4	-0.13
COc1cccc(-c2nn(-c3ccccc3)cc2CN2CCCO2)c1	4	4	-4	4	-25	-17	0.4	-1	-0.87
Cc1c(Cl)cccc1NCC(=O)NN=C1CCCC1	0	2	-6	3	-9	-3	0.2	-3	0.086
O=C(CC1NCCc2ccccc21)Nc1ccccc1 (centres undefined)	5	0	14	2	-14	-1	-0.5	-6	·
CCOc1cccc(-c2nn3c(-c4cc(C)[nH]n4)nnc3s2)c1	17	1	-7	3	-32	-7	-0.8	-1	-0.99
COC(=O)c1sccc1N/N=C/c1cccc(Oc2ccccc2)c1	7	-1	-14	0	-14	-9	1.5	4	0.19
Fc1ccc(N2CCN(Cc3cnc(Oc4ccc(Br)cc4)s3)CC2)cc1	32	-4	-19	1	-9[20 µM]	1	-0.1	19	-0.51
COCCN(C(=S)Nc1cc(C)ccc1C)C(C)c1cccnc1 (centres undefined)	3	3	-23	-2	-7	-4	0.5	-4	-0.88
COc1ccccc1NC(=S)Nc1cccc(F)c1	12	3	-1	-2	-22[20 µM]	3	0.8	7	0.76
CCn1c2ccccc2c2cc(NC(C)=O)ccc21	5	3	-11	-3	-23[20 µM]	-3	0.4	0	0.024
NC(=O)c1cc(C(=O)c2ccc(Cl)cc2Cl)c[nH]1	·	3	-6	-4	-26	-11	0.9	-7	0.34
O=S1(=O)C=C(N2CCCCC2)c2ccccc21	-4	-5	-20	4	-8	3	1.3	-10	0.037
O=C(NCCc1csc(-c2ccccc2)n1)c1ccccc1F	5	-3	1	5	-20	-9	-0.9	1	-3
COc1cccc(/C=N/NC(N)=S)c1OS(=O)(=O)c1ccccc1	8	-4	-6	1	-15[20 µM]	-3	0.4	4	2.2
O=C(NCc1ccco1)/C(=C\c1cccs1)NC(=O)c1ccco1	6	2	-1	1	-17	-13	0.1	-5	0.0093
CCCCc1c(O)nc(SCC(=O)c2ccccc2)n(-c2ccccc2)c1=O	2	8	-2	-2	0	2	0.6	-1	0.04
Cn1c(N)c(C(=O)COC(=O)c2ccccn2)c(=O)n(C)c1=O	3	2	0	2	-29	-6	1.9	-3	-0.39
COc1ccc(CC(=O)NCc2ccccn2)cc1OC	27	5	-20	0	-28	-3	0.7	17	·
O=C(NNc1cccc(Cl)n1)Nc1ccccc1F	·	2	0	0	-22	-4	-0.5	-4	0.74
Cn1c(=O)oc2cc(S(=O)(=O)NCCC(=O)NC3CCCC3)ccc21	7	1	-21	-1	-3	-4	0.5	6	0.62
O=C1CN(C(=O)CSc2nncs2)c2ccccc2N1	·	2	-7	-3	-17	-10	0.2	-8	0.48
CC(=O)N1CCN(c2ccccc2NC(=O)COc2ccccc2C)CC1	10	-5	3	-1	-19	-4	-0.1	-1	-1.4
O=C(CCCOc1ccccc1)Nc1cccnc1	10	0	-14	-2	-14[20 µM]	-4	-0.3	0	0.28
CCOC(=O)c1sc(S(C)=O)c2c1CCc1conc1-2 (centres undefined)	-2	5	-5	0	-6	-11	-0.1	-3	·
Nn1c(Cc2ccccc2F)nnc1SCC(=O)Nc1cccc(S(=O)(=O)NC2=NCCCCC2)c1	2	1	-1	-1	-2	-13	1.9	-4	-0.52
(continued)
SMILES	FXIIa inh	p97 inhibitor	KLK5 inh	Wee1 stabilizer	Furin inhibitor	Thrombin inh	PERK inh	FXIa inh 1536	KCC2 mod
O=C(N/N=C/c1cc(Cl)cc(Cl)c1O)c1ccncc1	13	8	-8	-1	-19	1	0.4	10	i
NS(=O)(=O)c1ccc(N2N=C(c3ccccc3)CC2c2cccc(F)c2)cc1 (centres undefined)	-37	3	-430	-1	-173	-37	0.5	-10	1.1
CCOC(=O)c1sc(N)c(C#N)c1COC(=O)CNC(=O)c1ccccc1	-7	3	-8	0	-11	-4	-0.1	-5	·
Fc1ccc(/C=C2\CCCC3=C2Nc2ncnn2C3c2ccc(F)cc2)cc1 (centres undefined)	9	2	3	0	-15[20 µM]	-1	0.3	3	-0.84
Cc1nn(C(=O)c2ccco2)c(C)c1Br	-13	3	-1	-1	-13[20 µM]	-10	0.1	-6	0.27
Cc1ccc(OCC(=O)Nc2c[nH]c(=O)[nH]c2=O)cc1C	1	-3	-3	-4	-23	-14	0.1	-8	1.2
COc1ccc(OCC(O)CNCCNc2nccc(C(F)(F)F)n2)cc1 (centres undefined)	3	6	-9	-1	-21	-3	0.9	5	0.54
Brc1cccc(OCCn2ccnc2)c1	-12	1	0	-3	-21[20 µM]	-13	0.4	-4	·
CCSc1nnc(NC(=O)c2ccccn2)s1	10	2	-71	0	-15	-6	-0.7	1	2.3
CCOc1ccc(-n2c(C)cc(/C=N/NC(=O)C(N)=O)c2C)cc1	9	4	-3	0	-13	6	1.7	1	0.28
COc1ccc(OCc2nc(-c3ccc(F)c(F)c3)cs2)cc1	11	-1	-2	-1	-14	-5	3.3*	1	0.89
CN(CC(=O)NCc1ccc(Cl)cc1)S(=O)(=O)c1cccc2cccnc12	10	0	-3	1	-21	-4	-0.9	2	·
CC(c1cc2ccccc2s1)N(O)C(N)=O (centres undefined)	·	4	·	1	·	·	1.8	·	0.49
Nc1cc(-c2ccc(OC(F)(F)F)cc2)nn1-c1ccc(Cl)c(Cl)c1	2	-3	-5	2	-5	-6	1.4	-5	·
COc1ccc(CC(=O)NCC2(N3CCCCC3)CCCCC2)cc1	-4	4	-22	4	-23	-1	0.1	3	0.55
COc1ccc(C2C3=C(CCCC3=O)Nc3nc(SCc4ccccc4)nn32)cc1OC (centres undefined)	18	2	-22	2	-19[20 µM]	-1	-0.5	6	1.1
COc1cccc(NC(=O)C2(S(=O)(=O)c3ccc(Cl)cc3)CC2)c1	3	3	1	-3	-15	-4	0.7	0	0.82
N#C/C(=N\Nc1ccc(Cl)cc1)C(=O)c1ccccc1	28	1	3	3	-5[20 µM]	3	0.1	24	-3.5*
COC/C=C/C1=CC2=CC(=O)C(C)(OC(=O)c3cnc4ccccc4n3)C(=O)C2=CN1CCCCO (centres undefined)	2	·	4	·	2	-5	·	0	-0.015
CCC(C)NC(=O)C1CCN(S(=O)(=O)c2cc([N+](=O)[O-])ccc2Cl)CC1 (centres undefined)	13	3	2	0	-17	3	-1.5	1	0.9
CN1CCN(C(=O)CCCOc2cc(=O)n(C)c3ccccc23)CC1	-6	2	-7	0	-11[20 µM]	-6	0.3	-11	0.21
CCOC(=O)c1c(C)[nH]c(C(=O)COC(=O)CNC(=O)C2CCCCC2)c1C	18	-5	-2	-2	1	5	0.0	7	·
CCOC(=O)c1cc(-c2ccccc2)sc1NC(=O)CC	13	-2	-2	1	-25	1	0.4	6	0.7
CC(c1ccccc1)N1CCn2c(nc3cc(NC(=O)c4cccs4)ccc32)C1 (centres undefined)	17	7	6	1	-11[20 µM]	0	-1.5	5	·
COc1ccc(NC2=CC(=S)NC(C)(C)C2)cc1	9	-1	-1	1	11	5	0.0	0	0.028
Continuation:
SMILES	FXIIa inh	p97 inhibitor	KLK5 inh	Wee1 stabilizer	Furin inhibitor	Thrombin inh	PERK inh	FXIa inh 1536	KCC2 mod
CN1N=C(C(=O)Nc2ccc3c(c2)CCC3)CCC1=O	4	6	4	3	-21	1	0.1	6	0.42
Cc1ccc2nc(-c3ccccc3)c(CN3CCOCC3)n2c1	·	1	1	-3	-37	-5	-0.1	-1	4.3*
CCCCCCC1CC(CSc2ncn[nH]2)OC1=O (centres undefined)	16	1	2	-1	-23	4	2.4	0	·
CC(=O)c1c(O)ccc2c(-c3ccccc3)cc(=O)oc12	10	3	-11	-1	-17	-2	1.5	3	-0.87
Cc1ccc(CN2C3CCCC2CC(NC(=O)c2ccc(C)cc2)C3)cc1 (centres undefined)	10	0	-2	-3	-13	-1	0.7	-4	-0.39
Fc1ccc(NC(=S)Nc2cccc(Cl)c2)cc1	8	5	-7	0	-14	-3	1.1	4	0.47
CCOC(=O)C1CN(S(=O)(=O)c2ccc(F)cc2)C1	15	0	2	2	-13[20 µM]	1	1.1	5	·
O=C(COC(=O)/C=C/c1ccc(S(=O)(=O)N2CCc3ccccc32)cc1)NC1CCS(=O)(=O)C1 (centres undefined)	6	3	-9	6	-18	-1	1.3	1	0.59
CCCN1CCN(CCCNC(=O)CCn2nc(-c3ccccc3)ccc2=O)CC1	6	2	-10	3	-6	0	2.6	1	-0.009
O=C(CCCCCN1C(=O)c2cccc3cccc(c23)C1=O)NCc1cccnc1	2	10	-1	3	-11	-3	-0.3	-3	0.3
Cc1ccccc1Cn1c(=O)n(Cc2ccco2)c(=O)c2ccccc21	-1	0	-6	0	16[20 µM]	-5	-0.2	3	0.19
CC(=O)Nc1cn(C(C)=O)c(C)n1	7	2	0	-4	-15	-1	1.0	-2	0.74
CCOC(=O)C1=C(C)N=C2c3ccccc3C(=O)C2C1c1ccc(Br)cc1 (centres undefined)	12	2	2	-1	-15	2	0.0	6	-0.49
Cc1cc(/C=N/Nc2ncnc(N)c2[N+](=O)[O-])c(C)n1-c1ccccc1	9	-11	4	-5	-28	3	0.6	4	0.21
Cn1c(=O)c2c(nc(-n3ccnc3)n2Cc2ccc([N+](=O)[O-])cc2)n(C)c1=O	-9	6	-26	0	-12[20 µM]	-8	0.6	-10	·
CC(=O)c1ccc(S(=O)(=O)N2CCN(C(C)=O)CC2)cc1	8	5	-1	-3	-22	-6	0.4	-1	0.58
Cc1nc2cc(-c3ccc(Cl)cc3)nn2c(NCCN(C)C)c1C	9	1	-4	8	-15	4	0.0	11	-0.01
CC(NS(=O)(=O)c1ccc(Br)cc1)C(=O)NCc1ccc2c(c1)OCO2 (centres undefined)	-1	-1	·	3	-16	-7	-0.5	-4	-0.085
Cc1ccc(C(=O)Nc2sc3c(c2C(=O)O)CCCCC3)o1	11	-14	-13	2	-12	-9	1.2	-3	·
Cc1c(O)c(CN2CCCCC2)cc2c3c(c(=O)oc12)CCC3	-87	0	i	-1	-36[20 µM]	-33	-2.2	-65	0.025

In another format: 5 of the compounds above.
SMILES,FXIIa inh,p97 inhibitor,KLK5 inh,Wee1 stabilizer,Furin inhibitor,Thrombin inh,PERK inh,FXIa inh 1536,KCC2 mod
CC(=O)c1ccc(S(=O)(=O)N2CCN(C(C)=O)CC2)cc1,8,5,-1,-3,-22,-6,0.4,-1,0.58
Cc1nc2cc(-c3ccc(Cl)cc3)nn2c(NCCN(C)C)c1C,9,1,-4,8,-15,4,0.0,11,-0.01
CC(NS(=O)(=O)c1ccc(Br)cc1)C(=O)NCc1ccc2c(c1)OCO2 (centres undefined),-1,-1,·,3,-16,-7,-0.5,-4,-0.085
Cc1ccc(C(=O)Nc2sc3c(c2C(=O)O)CCCCC3)o1,11,-14,-13,2,-12,-9,1.2,-3,·
Cc1c(O)c(CN2CCCCC2)cc2c3c(c(=O)oc12)CCC3,-87,0,i,-1,-36[20 µM],-33,-2.2,-65,0.025

Compound activity from PubChem BioAssay.
